hgDAF-12 ag: H. glycines DAF-12 receptor agonists, primary screen, cell-based, luminescence, HEK293, GAL4 fusion, UAS-luciferase; Nuclear hormone receptor DAF-12 (Heterodera glycines), GAL4 fusion; HEK293 GAL4-hgDAF12 UAS-luciferase reporter, agonist luminescence; normalized to butyrate control; activation, % at 6.8 µM; 1.8% of 370,000 active;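 active = activation above a cutoff set at the mean of all screened compounds plus 3 SD, cut at about 10% in these data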;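 also: 0% = DMSO wells and 100% = sodium butyrate wells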
NR1D1 modulator: modulators of Rev-erb alpha DNA binding, primary screen, biochemical, FITC-DNA, fluorescence polarization, uHTS | activity, % at 10 µM | Rev-erbα–FITC-DNA binding, 90 min | Nuclear receptor subfamily 1 group D member 1 (Homo sapiens), P20393 | AID 1259318, 2017 | 0.79% of 370,000 active;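 active = activity above about 14%, limit read from the data; passing the limit was not always enough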;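 also: 0% = DMSO wells with 35 nM protein and 100% = DMSO wells with 750 nM protein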
DAX1 inh-1: DAX1 (NR0B1) inhibitors on StAR promoter, primary screen, cell-based, luminescence, SF-1 (NR5A1), full-length DAX-1 | HEK293T StAR-luciferase reporter, SF-1/DAX-1 repression relief | inhibition, % at 6.8 µM | 1.1% of 370,000 active | AID 652010, 2013;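 active = inhibition above the mean over all tested compounds plus 3 SD, cut at about 3.6% in these data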;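 also: 0% = DAX-1 cells with DMSO and 100% = cells lacking DAX-1 with DMSO; higher inhibition means more luminescence from relief of DAX-1 repression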
SMARCA2 act: SMARCA2 (BRM) function activators, primary screen, cell-based, luminescence, high throughput. 1% of 370,000 active. MG213 cells, MMTV-luciferase reporter, dexamethasone, overnight. activation, % at 9.1 µM; in the data active = activation above about 7.8%;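 also: 0% = vehicle wells and 100% = reference activator wells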
ssDAF12 agonist: S. stercoralis DAF-12 nuclear receptor activators, primary screen, cell-based, luminescence, HEK293, GRIP1 co-expression, lit1-tk-luc; Nuclear hormone receptor DAF-12 (Strongyloides stercoralis); HEK293 ssDAF-12/GRIP1 lit1-tk-luc reporter; % of 3 µM dafachronic acid response; activation, % at 6.8 µM; 1% of 370,000 active;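 active = activation above the mean over all tested compounds plus 3 SD, cut at about 0.9% in these data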;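 also: 0% = DMSO-only wells and 100% = 3 µM delta7-dafachronic acid wells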
ADAM17 inh: ADAM17 inhibitors, primary screen, biochemical, QFRET | recombinant ADAM17, EDANS/DABCYL FRET peptide cleavage | 0.83% of 370,000 active | Disintegrin and metalloproteinase domain-containing protein 17 (Homo sapiens), P78536 | inhibition, % at 6.95 µM;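 active = inhibition above the mean of compounds lying between control limits plus 3 SD, set per campaign, cut at about 8.5% in these data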;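 also: 0% = DMSO-only wells as the low control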
Target sequence (P78536 215-824 limits assumed): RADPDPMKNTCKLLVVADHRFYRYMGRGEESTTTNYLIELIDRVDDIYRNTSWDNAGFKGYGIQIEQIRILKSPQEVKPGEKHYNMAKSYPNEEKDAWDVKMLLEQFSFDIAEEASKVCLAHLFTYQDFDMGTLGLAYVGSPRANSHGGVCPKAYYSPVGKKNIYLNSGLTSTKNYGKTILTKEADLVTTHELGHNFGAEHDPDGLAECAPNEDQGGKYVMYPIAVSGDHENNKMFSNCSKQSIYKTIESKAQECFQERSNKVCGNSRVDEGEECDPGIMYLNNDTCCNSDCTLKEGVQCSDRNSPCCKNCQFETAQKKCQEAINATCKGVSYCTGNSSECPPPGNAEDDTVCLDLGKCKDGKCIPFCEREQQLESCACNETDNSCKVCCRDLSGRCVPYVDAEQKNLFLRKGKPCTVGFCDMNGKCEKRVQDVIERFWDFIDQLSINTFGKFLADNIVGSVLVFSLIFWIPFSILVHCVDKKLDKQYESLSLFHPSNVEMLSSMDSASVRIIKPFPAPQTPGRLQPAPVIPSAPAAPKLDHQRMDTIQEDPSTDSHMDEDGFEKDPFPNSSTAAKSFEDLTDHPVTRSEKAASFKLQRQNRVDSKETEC
hcDAF12 agonist: H. contortus DAF-12 nuclear receptor activators, primary screen, cell-based, luminescence, HEK293, lit1-tk-luc reporter; HEK293 hcDAF-12 lit1-tk-luc reporter; 0% DMSO, 100% Δ7-dafachronic acid; activation, % at 6.8 µM; 1.4% of 370,000 active;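 active = activation above the mean of all tested compounds plus 3 SD, cut at about 5.5% in these data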;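 also: 100% = response to 3 µM Δ7-dafachronic acid high control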
PLC-gamma1 inh: PLC-gamma1 enzyme inhibitors, primary screen, biochemical, fluorescence, purified enzyme. 1-phosphatidylinositol 4,5-bisphosphate phosphodiesterase gamma-1 (Homo sapiens), P19174. fluorogenic substrate. inhibition, % at 12.2 µM. 0.84% of 370,000 active; in the data active = inhibition above about 9.5%
MBD2 inh: inhibitors of MBD2 binding to methylated DNA, primary screen, biochemical, TR-FRET, DNA-binding domain, human | inhibition, % at 4.4 µM | 0.31% of 370,000 active | MBD2 binding to methylated oligonucleotide | Methyl-CpG-binding domain protein 2 (Homo sapiens), Q9UBB5; in the data active = inhibition above about 13%
PLC-beta3 inh: human PLC-beta3 inhibitors, primary screen, biochemical, fluorescence; AID 720704, 2013; 1-phosphatidylinositol 4,5-bisphosphate phosphodiesterase beta-3 (Homo sapiens), Q01970; 0.18% of 370,000 active; inhibition, % at 12.2 µM; Purified PLC-beta3, fluorogenic substrate; in the data active = inhibition above about 11%;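 also: 0% = median of compound wells on plate and 100% = full blocker control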
DAX1 inh-2: DAX1 (NR0B1) inhibitors, primary screen, cell-based, HEK293, Gal4-DAX1, luciferase luminescence; HEK293 Gal4-DAX1 luciferase reporter; 0.99% of 340,000 active; inhibition, % at 6.75 µM; AID 504766, 2011; Nuclear receptor subfamily 0 group B member 1 (Homo sapiens), P51843;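 active = inhibition above the mean over all tested compounds plus 3 SD, cut at about 4.2% in these data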;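 also: 0% = DAX1-transfected cells with DMSO and 100% = empty-vector control cells with DMSO; inhibition shows as a rise in luminescence from relieved DAX1 repression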
Target sequence (P51843 207-470 limits assumed): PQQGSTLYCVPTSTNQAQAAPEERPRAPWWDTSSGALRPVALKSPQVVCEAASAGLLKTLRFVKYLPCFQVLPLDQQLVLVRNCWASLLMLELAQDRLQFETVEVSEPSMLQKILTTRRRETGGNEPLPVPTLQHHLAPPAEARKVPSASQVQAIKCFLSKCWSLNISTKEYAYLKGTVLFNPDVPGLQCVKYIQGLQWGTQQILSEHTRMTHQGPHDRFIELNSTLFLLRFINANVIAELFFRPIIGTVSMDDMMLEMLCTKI
Numbers without * were called inactive; x = not tested or not shown.

The opening two compounds, to show the layout:
SMILES	hgDAF-12 ag	NR1D1 modulator	DAX1 inh-1	SMARCA2 act	ssDAF12 agonist	ADAM17 inh	hcDAF12 agonist	PLC-gamma1 inh	MBD2 inh	PLC-beta3 inh	DAX1 inh-2
C=CCN1C(=O)c2ccc(C(=O)N3CCN(S(=O)(=O)c4cccc(Cl)c4)CC3)cc2C1=O	0.5	1.4	0.1	-0.5	-1.1	1.0	-0.1	3.8	-5.1	-6.9	-0.3
Cc1ccccc1C(=O)NC1CCCCN(Cc2cccc(F)c2)C1=O (stereo not drawn)	-0.6	-2.4	-0.5	-1.5	-1.4	-0.4	1.8	1.0	-0.8	2.2	x

Main list, from the start:
SMILES	hgDAF-12 ag	NR1D1 modulator	DAX1 inh-1	SMARCA2 act	ssDAF12 agonist	ADAM17 inh	hcDAF12 agonist	PLC-gamma1 inh	MBD2 inh	PLC-beta3 inh	DAX1 inh-2
C=CCN1C(=O)c2ccc(C(=O)N3CCN(S(=O)(=O)c4cccc(Cl)c4)CC3)cc2C1=O	0.5	1.4	0.1	-0.5	-1.1	1.0	-0.1	3.8	-5.1	-6.9	-0.3
Cc1ccccc1C(=O)NC1CCCCN(Cc2cccc(F)c2)C1=O (stereo not drawn)	-0.6	-2.4	-0.5	-1.5	-1.4	-0.4	1.8	1.0	-0.8	2.2	x
O=C(O)CCCC(=O)N1N=C(c2ccccc2)CC1c1ccc2nccnc2c1 (stereo not drawn)	1.6	-0.2	-0.1	-0.3	-0.5	-3.7	0.4	-21.3	3.2	-17.2	-0.6
CCOC(=O)C1=C(C)Nc2ncnn2C1c1cc(OC)ccc1OC (stereo not drawn)	-1.3	-4.9	-0.4	-0.8	-0.6	1.6	0.3	1.2	1.4	0.3	1.7
CC1=NN(C(N)=S)C(C)(C)C1	-0.9	-1.7	-0.4	0.2	-1.5	-1.0	-1.3	-0.3	-0.1	-3.1	2.9
C=CCn1c(O)c(N=Nc2ccccc2)c2ccccc21	-2.7	-4.9	-0.1	-3.1	-0.3	0.1	-0.1	-3.1	-3.6	-7.3	-0.7
Cc1cc(Br)c(S(=O)(=O)NCc2cccnc2)cc1C	-1.5	-6.0	-0.5	0.3	-0.8	-0.2	-1.9	1.5	-2.4	-1.2	-0.6
CCC(C)(C)NC(=O)C(c1ccncc1)N(C(=O)Cn1nnc2ccccc21)c1cc2c(cc1C(C)=O)OCO2 (stereo not drawn)	1.8	0.5	-0.2	0.6	-0.9	-3.7	-0.2	1.5	-3.5	0.6	1.1
COCCCNC(=O)NC(=O)c1ccccc1	2.7	0.1	0.4	5.1	-0.9	2.1	0.5	3.5	2.3	4.4	1.1
Cc1ccc(C(=O)N2CCN(S(=O)(=O)c3ccc(C)cc3)CC2)cc1	-6.3	0.6	-0.1	-1.5	-1.7	-3.0	-0.4	-1.7	5.9	2.7	-0.4
CCCCCCOc1ccc(OC(=O)c2ccncc2)cc1	-1.0	1.1	-1.1	2.7	-0.5	-4.2	-1.7	-4.5	1.4	-3.1	-0.2
O=C(NCc1cccs1)c1cc(-c2cccc(Cl)c2)on1	2.4	-0.9	0.2	2.5	-0.9	-1.6	-1.3	1.9	2.4	3.3	0.0
O=c1cc(COn2nnc3ccc(C(F)(F)F)cc32)nc2sccn12	0.9	2.1	0.2	-4.2	-0.5	11.3*	-0.5	6.5	3.0	7.2	3.1
COc1ccc(CNC(=O)CN2CCN(S(=O)(=O)c3cccs3)CC2)cc1OC	-0.2	-3.8	0.1	0.2	-1.6	-2.8	1.7	1.5	1.8	-55.8	1.9
CCN1CCN(C2=C(Cl)C(=O)N(Cc3ccccc3)C2=O)CC1	-4.0	-4.8	-0.8	-0.7	-1.6	-4.6	-1.0	-15.6	-0.5	-25.2	-2.1
Cc1ccc(S(=O)(=O)N2CCOCC2)cc1NC(=O)COc1cccc(Oc2ccccc2)c1	-3.1	1.3	-3.3	0.2	-1.2	3.4	-1.7	-2.1	5.2	-3.8	-0.4
O=C1C2CCCN2C(c2ccc(F)cc2)N1c1cccc(Cl)c1 (stereo not drawn)	2.5	-7.9	0.6	1.4	-1.0	-2.9	6.4*	2.5	2.2	2.6	2.6
Cc1ccccc1C(=O)NC(=S)Nc1ncccn1	4.0	-2.7	0.5	3.2	-1.2	-2.9	0.6	-2.4	1.9	-4.6	2.6
COc1ccc(C(=O)N2CCN(C3CCC(c4ccccc4)CC3)CC2)cc1OC (stereo not drawn)	-3.1	-3.1	-2.1	-4.9	-2.2	3.9	-3.0	14.8*	0.8	5.2	-4.7
Cc1ccc(SCc2c(C(=O)N/N=C/c3ccoc3)nnn2-c2nonc2N)cc1	0.2	2.1	-0.8	-2.9	-1.1	-3.6	-1.0	-0.8	1.6	-12.4	-0.2
Cc1ccc(C(N)=S)c(C)c1	-0.6	2.8	-0.3	-2.2	-1.2	-1.8	1.4	3.2	-6.3	5.0	0.0
CN1CCC(NC(=O)Cc2c(F)cccc2Cl)CC1	2.6	-3.4	-0.3	-1.2	-1.1	2.4	-0.7	2.1	-3.0	4.0	-0.6
O=C(CCCN1C(=O)/C(=C/c2cccc(Br)c2)SC1=S)Nc1cccnc1	0.3	-1.4	1.9	-2.2	-1.5	0.1	-2.1	-1.4	-2.7	-1.4	x
c1cncc(CSc2ccc(-c3cccs3)nn2)c1	11.9*	-1.1	-0.1	-1.1	-1.2	-7.5	1.7	1.6	-7.6	-9.0	0.6
O=C(c1ccccc1F)N1CCOCC1	0.1	-1.2	0.0	-4.1	-1.2	-0.7	-0.2	0.8	-1.7	0.5	0.2

(continued)
SMILES	hgDAF-12 ag	NR1D1 modulator	DAX1 inh-1	SMARCA2 act	ssDAF12 agonist	ADAM17 inh	hcDAF12 agonist	PLC-gamma1 inh	MBD2 inh	PLC-beta3 inh	DAX1 inh-2
COc1cccc(CNC(=O)[C@H]2CCCN2C(=O)[C@H]2CCCN2C(=O)N2CCOCC2)c1	-1.1	-1.3	-0.2	-1.0	-1.0	-1.8	0.3	4.3	-2.2	4.2	x
O=c1c2ccccc2nnn1CSc1nnc(-c2cccnc2)n1-c1ccccc1F	-1.3	-1.1	0.5	-0.6	-1.2	-3.2	-0.8	1.9	3.2	1.9	-0.8
CC(C)(C)c1ccc(C2/C(=C(\O)c3ccc4c(c3)OCCO4)C(=O)C(=O)N2CCCN2CCOCC2)cc1 (stereo not drawn)	-1.4	-5.2	0.8	-4.5	-1.4	2.5	-0.6	-4.2	-0.5	-14.4	-0.3
Cc1ccc(S(=O)(=O)N2CCCCC2)cc1NC(=O)c1ccc2ccccc2n1	-0.9	-3.4	0.2	-0.1	-0.9	-2.6	-0.9	0.1	1.4	1.8	0.1
O=C(CSc1nnc(-c2ccccc2F)n1C1CC1)N1CCCC1	1.1	11.1	1.7	-3.5	-0.9	2.3	0.4	2.3	-0.9	6.8	1.0
O=C(Oc1c(Br)cc(Br)c2cccnc12)N1CCCCC1	0.8	14.9	-0.3	-0.8	-0.3	-0.3	-0.8	1.4	-1.2	-1.2	0.0
CCN(CC(=O)Nc1c(F)cccc1F)C(=O)c1ccc(COc2ccccc2)o1	-2.2	-3.0	0.6	-3.7	-0.8	-0.5	-0.8	3.1	-1.3	-7.4	-0.7
COc1ccc(C)cc1N(CC(=O)Nc1cccc(N(C)S(C)(=O)=O)c1)S(C)(=O)=O	-2.6	2.3	0.1	-2.6	-1.5	5.1	-1.5	1.2	0.1	-4.8	0.1
CC(=O)NN1C(=O)c2ccccc2NC1c1cccc([N+](=O)[O-])c1 (stereo not drawn)	-0.9	-6.3	-0.6	-1.6	-0.3	-23.7	0.4	-49.0	-0.8	-72.5	0.6
CCOc1cc(/C=N/NS(=O)(=O)c2ccccc2)ccc1OS(=O)(=O)c1ccc(C)cc1	0.9	3.5	-1.0	0.9	-0.9	3.1	-0.4	1.6	9.9	1.6	-1.5
Cc1nc2scc(-c3ccc(Cl)cc3)c2c(=O)n1N	-0.8	3.0	-0.7	-2.7	-1.1	-3.5	-3.6	0.5	-4.5	1.1	-0.9
O=C(Nc1ccccc1)C1CCCN1/C=C/C(=O)C(F)(F)F (stereo not drawn)	3.0	-3.2	-0.3	0.0	0.4	-3.7	-0.1	2.5	3.0	-5.9	1.2
CSc1ccc(/C=C(\C#N)C(=O)NC2CCCCC2C)cc1 (stereo not drawn)	0.4	0.2	-0.7	-2.6	-1.3	-1.2	-0.7	-0.6	-4.2	0.6	0.8
Cc1occc1-c1nnc(SCC(=O)Nc2c(F)cccc2F)n1C	-1.7	1.0	1.1	-1.9	-1.6	-1.4	-1.8	7.1	3.6	-11.6	-0.5
COCCNC(=O)CSc1nc2cc3c(cc2c(=O)n1CCCC(=O)NCc1ccc(OC)cc1)OCO3	-1.3	0.5	-1.3	-1.1	-1.5	-1.9	-1.0	-2.0	-2.5	-7.0	-0.5
CCOC(=O)N1CCN(CC(=O)c2c(C)[nH]c3ccccc23)CC1	-0.6	-8.2	-0.1	-0.8	-0.9	-2.6	-1.0	1.2	3.7	-1.7	0.4
Cc1cn(C2OC(CC(=O)Oc3ccccc3)C(O)C2O)c(=O)[nH]c1=O (stereo not drawn)	0.6	0.4	-0.2	-2.6	-1.2	-0.3	-0.5	0.9	-5.1	-25.2	1.0
CN(C(=O)c1ccccc1C(=O)OCC(=O)Nc1ccccc1)c1ccccc1	-1.9	-3.3	0.2	-1.4	-1.1	-1.0	-0.6	3.9	5.8	1.3	1.2
COc1ccc(C(=O)N2N=C(c3ccc(NS(C)(=O)=O)cc3)CC2c2cccs2)cc1 (stereo not drawn)	0.2	2.3	-0.8	0.9	-1.7	-1.0	-2.6	-3.0	-1.1	-12.1	-0.8
c1ccc(Oc2cccc3cccnc23)nc1	-0.3	-0.1	0.1	-0.1	-0.3	1.8	-1.4	2.5	-8.3	-3.2	0.6
COc1ccc(CNC(=O)C(=O)NCC2CCCO2)cc1 (stereo not drawn)	-2.3	1.8	0.1	-0.2	-0.9	-1.5	-1.6	1.8	2.0	3.0	0.9
CCOc1cc(/C=N/NC(=O)c2ccncc2)cc(Cl)c1OS(C)(=O)=O	-0.8	1.6	-0.8	-1.9	-1.0	-0.5	0.5	0.3	4.0	0.7	0.2
Cc1[nH]n(C(N)=S)c(=O)c1N=Nc1ccc(Br)cc1	5.3	5.7	1.2	4.4	0.2	-1.5	7.3*	-0.4	-6.5	-2.1	1.6
Cc1ccc(NC(=O)c2ccoc2C)cc1C	13.9*	2.7	2.8	2.3	-0.5	-0.9	6.9*	0.0	8.1	-7.8	0.2

Compound activity: PubChem BioAssay, several laboratories
